M1 antag = blocks human M1 muscarinic receptor. P11229. actives 1.3% (n = 360,000). inhibition, % at 3 µM. CHO-K1 hM1, Fluo-8 calcium fluorescence, ACh EC80 antagonist. AID 588852;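 active = percent inhibition above its own plate's cutoff, namely the mean of that plate's compound wells plus 3 SD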;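 also: peak over basal fluorescence ratio during 140 s after agonist addition; 0% = ACh EC80 plus DMSO and 100% = DMSO alone without agonist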
Target sequence (P11229 whole entry, looked up): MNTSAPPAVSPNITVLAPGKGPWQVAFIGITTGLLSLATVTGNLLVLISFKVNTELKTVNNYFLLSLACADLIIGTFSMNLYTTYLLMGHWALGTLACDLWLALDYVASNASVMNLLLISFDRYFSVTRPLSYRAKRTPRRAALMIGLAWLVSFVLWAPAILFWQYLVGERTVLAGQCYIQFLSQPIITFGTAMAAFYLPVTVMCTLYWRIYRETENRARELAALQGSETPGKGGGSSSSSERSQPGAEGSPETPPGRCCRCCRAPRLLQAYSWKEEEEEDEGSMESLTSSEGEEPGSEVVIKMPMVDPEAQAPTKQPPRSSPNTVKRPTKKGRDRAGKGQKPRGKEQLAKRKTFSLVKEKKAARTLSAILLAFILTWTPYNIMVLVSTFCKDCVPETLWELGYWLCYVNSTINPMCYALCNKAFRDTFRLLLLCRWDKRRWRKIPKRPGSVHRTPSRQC
M4 PAM = positive allosteric modulators of human muscarinic M4 receptor; CHO-K1 hM4/Gqi5, Fluo-8 calcium fluorescence, ACh EC20; 0% = ACh EC20, 100% = maximal ACh; activation, % at 3 µM; actives 0.4% (n = 360,000);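 active = activation above its plate's cutoff, the mean activation of sample wells plus 3 SD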; also: some results filed as inactive read as strong as hits
Target sequence (P08173 whole entry, looked up): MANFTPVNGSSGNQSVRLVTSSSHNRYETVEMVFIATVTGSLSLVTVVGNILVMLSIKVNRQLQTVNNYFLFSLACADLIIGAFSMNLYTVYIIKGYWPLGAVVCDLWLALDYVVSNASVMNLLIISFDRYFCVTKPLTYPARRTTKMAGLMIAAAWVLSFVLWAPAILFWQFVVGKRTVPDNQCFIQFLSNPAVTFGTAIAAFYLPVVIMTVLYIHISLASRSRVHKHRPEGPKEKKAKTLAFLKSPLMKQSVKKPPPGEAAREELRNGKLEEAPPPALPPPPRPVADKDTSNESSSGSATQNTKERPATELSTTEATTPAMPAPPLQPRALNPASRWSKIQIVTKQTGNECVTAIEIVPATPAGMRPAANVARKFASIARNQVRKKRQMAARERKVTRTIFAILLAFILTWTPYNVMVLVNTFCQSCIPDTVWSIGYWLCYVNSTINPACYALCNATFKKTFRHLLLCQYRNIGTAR
M1 PAM = potentiates human M1 receptor response to acetylcholine. P11229. CHO-K1 hM1, Fluo-8 calcium fluorescence, ACh EC20; 0% = ACh EC20, 100% = maximal ACh. activation, % at 3 µM. actives 0.088% (n = 360,000). AID 588819; in the data active = activation above about 19%, passing the limit was not always enough
CHRM5 antagonist = antagonists of human muscarinic M5 receptor (CHRM5); P08912; CHO-hM5 cells, Fluo-8 calcium fluorescence, ACh EC80; inhibition, % at 3 µM; actives 0.59% (n = 360,000);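 active = inhibition above a per-plate cutoff, the mean of that plate's test compounds plus 3 SD, cut at about 27% in these data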;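 also: 0% = acetylcholine EC80 with DMSO and 100% = DMSO without agonist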
M4 ag = CHRM4 agonism in calcium assay. CHO-K1 hM4/Gqi5, Fluo-8 calcium fluorescence; vehicle 0%, full acetylcholine response 100%. activation, % at 3 µM. actives 0.14% (n = 360,000). AID 624127;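 active = activation above the run mean over all test wells plus 3 SD, cut at about 32% in these data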;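 also: peak over basal fluorescence ratio per well then scaled between controls; 0% = DMSO wells and 100% = acetylcholine at EC100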
M5 ag = agonists of human muscarinic M5 receptor (CHRM5) | P08912 | CHO-K1 hM5 cells, Fluo-8 calcium fluorescence; 0% DMSO wells, 100% maximal acetylcholine response | activation, % at 3 µM | actives 0.19% (n = 360,000);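 active = activation above the run's mean over test compounds plus 3 SD, cut at about 23% in these data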;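 also: signal is peak over basal fluorescence ratio across the kinetic read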
CHRM4 antagonist = antagonists of human muscarinic M4 receptor (CHRM4); P08173; CHO-hM4 cells, ACh EC80, Fluo-8 calcium fluorescence; inhibition, % at 3 µM; actives 0.73% (n = 360,000); AID 624125;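 active = inhibition above its plate's cutoff, the mean inhibition of sample wells plus 3 SD, cut at about 27% in these data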;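 also: 0% = acetylcholine EC80 with DMSO and 100% = DMSO without agonist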
CRFBP-R2 agonist = CRF-BP/CRF-R2 complex agonism; HEK293 CRF-R2/CRF-BP, calcium dye fluorescence (FLIPR); percent of saturating CRF peptide response; activation, % at 13.2 µM; actives 0.46% (n = 350,000);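 active = activation of at least 50%, plus an integration ratio under a set limit after plate pattern correction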;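 also: plate controls were neutral control wells without compound for no effect and CRF at EC100 for full effect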
CHRM5 PAM = CHRM5 positive allosteric modulation; activation, % at 3 µM; actives 0.3% (n = 360,000); P08912; CHO-K1 hM5, Fluo-8 calcium, ACh EC20 PAM; 0% = ACh EC20, 100% = ACh EC100;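 active = activation above the run cutoff, the mean activation of all test compounds plus 3 SD, cut at about 18% in these data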
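Replicates: One well per compound, no replicates | System: Human M5 receptor in CHO-K1 cells | Benchmarks: Low control EC20 acetylcholine (0%), high control EC100 acetylcholine (100%) | Probe or stimulus: Acetylcholine, EC20 level | Times: Fluo-8 loading 80 min at 37 °C plus 30 min room temperature | Signal: Intracellular calcium via Fluo-8 fluorescence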
An asterisk follows results filed as active; . = not tested or not shown. Rows are unselected; overall some 2.8% were active at least once.

Values in the order – M1 PAM	CHRM5 PAM	M4 PAM	CHRM4 antagonist	CHRM5 antagonist	M5 ag	CRFBP-R2 agonist	M1 antag	M4 ag
Cc1cc(NC(=O)CSCC(=O)N2CCN(c3ccccc3)CC2)no1
→ 4	0	2	8	4	-1	-0.2	-13	0
O=S(=O)(c1ccc(-c2ccno2)s1)N1CCCCC1
→ 1	-2	-3	-1	15	-6	0.2	-1	1
O=C(O)c1ccccc1-c1ccccc1C(=O)NCCCO
→ -1	5	-7	11	2	1	1.1	6	0
COc1ccc(C(C)(O)c2nc(-c3ccncc3)cs2)cc1 (stereo not given)
→ -2	-5	1	-14	1	5	.	0	7
CCOC(=O)c1c(CC(C)C)csc1N
→ 7	4	4	-1	8	-3	-2.9	-7	-1
O=C(Nc1cccc(S(=O)(=O)NC2=NCCC2)c1)C1CCCCC1
→ 5	4	8	-11	-1	-2	1.1	-11	1
Cc1nnc(SCC(=O)c2ccc(S(=O)(=O)N3CCOCC3)cc2)n1-c1ccccc1
→ -5	1	-5	11	-3	1	-0.2	0	1
Cc1nn(CCc2n[nH]c(=S)n2-c2cccc(Cl)c2)c(C)c1[N+](=O)[O-]
→ 12	1	6	-3	3	3	7.8	-10	1
CC(=O)Nc1ccc(C(=O)Nc2ccc(S(=O)(=O)NCC3CCCO3)cc2)cc1 (stereo not given)
→ 6	-1	3	6	1	2	0.7	-4	1
O=C(Nc1ccc(OC(F)F)c(Cl)c1)Nc1ccc2c(c1)OCO2
→ -6	-22	-10	3	21	2	5.0	17	11
NC(=O)COC(=O)c1sc2ccccc2c1Cl
→ 1	11	2	3	0	-1	-0.2	7	1
CC(C)(CO)CNC(=O)CCc1nnc(C2(c3ccc(Cl)cc3)CCC2)o1
→ 3	-6	-2	2	1	-2	-1.2	1	1
COc1ccc(NC(=O)c2ccsc2NC(C)=O)cc1
→ 4	-8	-4	12	9	0	-0.1	-5	6
O=C(NCc1ccc2c(c1)OCO2)c1cc(-c2ccccc2)c(N2CCOCC2)s1
→ 7	0	-4	5	3	-5	-0.2	-14	1
COCCC(=O)Nc1ccc2c(c1)CN(C(=O)CCOC)CC2
→ 9	13	6	6	2	-3	1.1	-9	2
COc1ccccc1OCCNC(=O)c1cccc(S(=O)(=O)NCc2ccccc2)c1
→ -7	-23	-4	-4	10	10	0.3	9	20
Cc1ccc(C)c(S(=O)(=O)NCc2ccc(C(=O)N3CCOCC3)cc2)c1
→ 16	-4	11	2	16	-2	0.5	-9	1
O=C(CCNS(=O)(=O)c1ccccc1)N1CCCCCC1
→ 13	6	28*	-4	-8	-2	0.6	-15	1
CC1(C)CC(NC(=O)COc2ccc(Cl)cc2Cl)CC(C)(C)N1
→ 0	-2	-5	5	10	-4	0.2	-2	1
N#CC1CN(Cc2ccccc2)CN(Cc2ccccc2)C1
→ 6	1	7	-1	3	-1	2.2	-19	1
O=C1CCCN1CCCNc1ncnc2sccc12
→ 5	-4	1	5	5	-4	1.1	-4	0
CCCn1c(N)c(N(CCOC)C(=O)c2ccc(-c3ccccc3)cc2)c(=O)[nH]c1=O
→ 2	-11	2	4	14	2	0.9	0	1
CC(=O)Nc1ccc(NC(=O)c2c(C)nn(-c3ccccc3)c2Cl)cc1C
→ 3	-7	4	-9	10	1	-1.0	-4	3
Oc1ccc(C[C@H]2CNC(=S)N2CC2CCCN2C[C@H](Cc2ccc(O)cc2)N2C[C@H](Cc3ccccc3)N(CCc3ccccc3)C2=S)cc1 (stereo not given in full)
→ 4	-2	-5	5	2	0	0.8	-5	0
COc1cc(CNC2CCCc3ccccc32)cc(OC)c1OC (stereo not given)
→ 6	-4	6	-8	-3	1	-0.2	3	3
COc1cccc(-c2nc3c(c(=O)[nH]c(=O)n3Cc3ccccc3)n2CCO)c1OC(F)F
→ 11	3	-11	14	10	-2	-0.4	-4	2
COc1cc(/C=N/NC(=O)CNc2n[nH]c(=O)[nH]c2=O)ccc1O
→ 6	-2	3	-4	-1	-1	-3.1	-3	1
CCOc1ncccc1C(=O)OCc1ccc(C#N)cc1
→ 9	4	-6	-2	-2	-3	0.1	-8	0
NC(=O)c1ccsc1NC(=O)CN1CCN(S(=O)(=O)c2ccccc2C(F)(F)F)CC1
→ -15	-44	-11	15	15	12	-0.5	24	30
O=C1OCCC1Sc1nnc(-c2ccccc2)o1 (stereo not given)
→ -3	6	-4	1	-6	-1	1.3	-14	0
CN(C)c1ccc(S(=O)(=O)NCC(=O)NCc2ccccc2)cc1[N+](=O)[O-]
→ 9	-5	-3	2	11	-3	0.5	-3	1
COC(=O)c1cc(CSc2nnc(-c3ccccc3)c(-c3ccccc3)n2)oc1C
→ -3	-10	-11	9	6	-4	0.8	7	-1
Cc1ccc(C(=O)/C=C/Nc2ccc(S(=O)(=O)Nc3onc(C)c3C)cc2)cc1
→ -2	1	5	-8	1	0	0.7	-3	1
COc1ccc(-c2noc(N3CCC(C(=O)Nc4cc(OC)ccc4OC)CC3)n2)cc1
→ -9	-3	-12	-1	-2	0	0.3	1	8
CCOC(=O)C1=C(COC(=O)CNC(=O)c2ccc(C)cc2)NC(=O)NC1C (stereo not given)
→ 7	6	10	-8	-9	-2	1.7	-8	3
CC(C)CN(CC(C)C)S(=O)(=O)N1CCC(C(=O)NCc2cccs2)CC1
→ 8	-1	4	3	0	1	-3.5	-5	2
CC(C)NC(=O)c1onc(CSc2cccc3ccccc23)c1C(=O)O
→ -9	3	-5	4	-4	4	-0.2	4	1
Cc1cc(NC(=O)CCC(=O)N(CC(=O)NCC2CCCO2)c2ccc(C(C)C)cc2)no1 (stereo not given)
→ 0	2	-8	5	19	-5	0.5	-2	-1
COc1cccc(NC(=O)c2ccc3nc(C)c(N(C)Cc4ccc(NC(C)=O)cc4)n3c2)c1
→ 5	-6	-2	-12	6	-1	.	2	3
CCN(C(=O)COC(=O)Cn1c(=O)oc2ccccc21)c1c(N)n(Cc2ccccc2)c(=O)[nH]c1=O
→ 2	3	-2	3	13	-2	4.3	-2	0
O/N=C/c1cc(Br)cc(Br)c1OCc1ccccc1
→ 0	-3	-1	-6	-4	-5	1.3	3	-1
c1ccc(-c2csc(N3CCN(c4ccccn4)CC3)n2)cc1
→ 3	-9	3	-2	1	2	-0.1	-27	9
Cn1c(N)c(C(=O)COC(=O)C2CC(=O)N(Cc3ccccc3)C2)c(=O)n(C)c1=O (stereo not given)
→ 3	6	5	-19	2	4	-1.1	4	3
Cc1nc(NC(=O)C2CC2)sc1C(=O)Nc1ccccc1Cl
→ 3	-6	-10	2	-2	0	-0.1	7	3
CCCCNS(=O)(=O)CCNCc1ccco1
→ 7	1	1	3	6	1	3.2	-15	0
CCOC(=O)N1CC=C2C(C#N)=C(N)C(C#N)(C#N)[C@H](c3ccc(OC(C)C)c(OCC)c3)[C@H]2C1
→ 1	8	19	-6	-1	1	1.7	-18	-2
C/C(=N\NC(=O)c1ccc(Br)cc1)c1ccccc1
→ 10	-1	3	0	2	-2	-0.4	-12	0
COc1ccc2sc(-c3ccccc3OC)c(-c3ccc(OC)c(F)c3)c2c1
→ -7	-10	-5	6	15	-3	3.6	2	0
Cn1c(=O)n(C)c2cc(/C=N/NC(=O)c3ccc(Cl)cc3)ccc21
→ 3	-3	-10	13	5	-2	-1.9	-4	2
O=C(c1cc2cc(Cl)ccc2[nH]1)N1CCN(C(=O)c2ccco2)CC1
→ -1	-5	-7	-9	0	0	-1.0	-2	5
O=C(NCC(c1ccc(F)cc1)N1CCOCC1)c1ccccc1F (stereo not given)
→ 19	6	3	7	-2	0	0.1	-7	1
Cn1c(Cc2cccs2)nnc1SCC(=O)N1CCc2ccccc21
→ 2	3	-4	-1	-8	-6	1.2	-21	1
CSC1=NN(c2ccccc2)CN(c2ccccc2)N1C
→ -9	-7	0	-11	-9	-2	-1.9	2	-3
Cc1ccc(C(=O)Nc2ccc3cn[nH]c3c2)cc1S(=O)(=O)N1CCCCC1
→ -2	-5	-1	1	9	-1	1.0	-6	11
COc1ccc(/C=C/C(=O)Nc2nc(N)n(-c3ccccc3)n2)cc1
→ -4	-2	-1	2	2	0	-0.2	6	2
COc1cc(C)c(Cl)cc1S(=O)(=O)N(C)C
→ 7	-1	6	4	-1	-1	-0.6	-6	0
CCOCN(C(=O)Cn1c(C(C)O)nc2ccccc21)c1c(C)cccc1CC (stereo not given)
→ 5	5	9	14	-4	1	-0.1	1	1
CC(C)CCOc1ccc(C(=O)NCC(c2cccs2)N2CCOCC2)cc1 (stereo not given)
→ 1	3	8	-5	1	-6	-0.3	-4	-1
O=C1CNC(=O)N1c1ccc(Cl)cc1
→ -9	-1	5	-12	0	2	-0.7	17	1
CCN(Cc1ccccc1)S(=O)(=O)c1ccc(C(=O)N(CCCN(C)C)c2nc3cc4c(cc3s2)OCCO4)cc1
→ -16	-1	-15	4	8	1	1.4	21*	14

Three compounds from above, arranged by their value in CHRM4 antagonist, highest first.
smiles | M1 PAM | CHRM5 PAM | M4 PAM | CHRM4 antagonist | CHRM5 antagonist | M5 ag | CRFBP-R2 agonist | M1 antag | M4 ag
COc1ccc2sc(-c3ccccc3OC)c(-c3ccc(OC)c(F)c3)c2c1 | -7 | -10 | -5 | 6 | 15 | -3 | 3.6 | 2 | 0
CC(C)CN(CC(C)C)S(=O)(=O)N1CCC(C(=O)NCc2cccs2)CC1 | 8 | -1 | 4 | 3 | 0 | 1 | -3.5 | -5 | 2
CC(C)CCOc1ccc(C(=O)NCC(c2cccs2)N2CCOCC2)cc1 (stereo not given) | 1 | 3 | 8 | -5 | 1 | -6 | -0.3 | -4 | -1

Continuation.
Values in the order – M1 PAM	CHRM5 PAM	M4 PAM	CHRM4 antagonist	CHRM5 antagonist	M5 ag	CRFBP-R2 agonist	M1 antag	M4 ag
COc1ccc(-c2coc3c(C(=O)Nc4ccc(OC)nc4)cccc23)c(C)c1
→ -17	-9	-4	-6	1	2	.	24	2
O=C(Nc1ccc(Cl)cc1)Nc1ccc2c(c1)OCO2
→ -14	-18	-5	1	20	9	1.9	36*	18
CC(C)CNS(=O)(=O)c1ccc(S(=O)(=O)N2CCN(CCC#N)CC2)cc1
→ 0	2	5	-9	-3	1	-1.0	0	0
Cc1onc(-c2ccccc2Cl)c1C(=O)Oc1cccc2cccnc12
→ 4	-1	5	-11	-7	-3	-0.5	3	0
COc1cc(C(=O)N2c3ccccc3CCC2C)cc(OC)c1OC (stereo not given)
→ 12	-2	-1	-3	2	1	-0.5	-16	2
Nc1nn(-c2ccccc2)c2ccc([N+](=O)[O-])cc12
→ -8	-4	-6	3	8	-5	0.1	23	1
O=S(=O)(Nc1ccc(-c2ccc3nncn3n2)cc1)c1ccccc1Cl
→ 3	-4	4	-11	5	-1	-0.3	-6	9
O=C(c1ccccn1)N1N=C2/C(=C/c3ccccc3)CCCC2C1c1ccccc1 (stereo not given)
→ 14	1	2	5	-7	-4	1.4	-10	0
O=C1CC(=O)Nc2ccccc2N1
→ 7	-4	-1	8	2	0	0.5	-9	0
COc1ccc(-c2oc(=O)c3cc(OC)c(OC)cc3c2C(F)(F)F)cc1
→ -2	-1	3	-1	7	2	0.2	13	2
c1ccc2cc(CCO[C@H]3CCCCO3)ncc2c1
→ 4	-8	1	-3	8	-1	-1.2	-1	0
COCCNC(=O)c1ccc(N(C)S(=O)(=O)c2ccc(OC)c(OC)c2)cc1
→ 3	2	1	3	3	0	0.2	-17	1
O=C(NCc1ccccn1)c1n[nH]c(=O)c2ccccc12
→ 9	5	-1	3	9	-2	1.5	-10	1
Cc1ccc(CC2CC(=O)N(c3nc(C)cc(C)n3)C2=O)cc1 (stereo not given)
→ 8	2	2	3	10	-3	2.0	-2	1

Assay outcomes from PubChem BioAssay.
